Pin1 inhibitor – blocks the human prolyl isomerase Pin1 | Pin1 FP peptide displacement, HiFluor488, 10 min | Potency, µM (top dose mostly 115 µM), for inactives: at the top dose activity, negative = inhibition, hits mostly inhibitors | hit rate 0.009% among 390,000; active = well fitted inhibition curve with a large enough effect in the polarisation, with a control signal flat, not every such curve was filed as active; inconclusive = small, poorly fitted or top-dose-only effect, or effect the other way, or a change in a side signal; inactive = no such curve, though single readings can be large or run the other way; the % refers to the polarisation; note: potency is the fitted concentration of half-maximal effect; % is set by controls: 0 for no effect and ±100 for the full control effect
rTrxR1 inhibitor – inhibitors of rat thioredoxin reductase 1 | hit rate 1% among 390,000 | O89049 | Potency, µM (top dose mostly 114 µM), for inactives: at the top dose activity change, negative = inhibition, actives largely listed as inhibitors | AID 588453 | recombinant rTrxR1, NADPH fluorescence consumption, selenite substrate; note: potency is the fitted concentration of half-maximal effect; % is set by controls: 0 for no effect and ±100 for the full control effect; nearly all actives have a fitted effect of over 65% in size
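Rat TrxR1 (90 nM in the dispensed reagent) was pre-reduced with 400 uM NADPH for 5 min at room temperature, then incubated with compound for 15 min. After 400 uM selenite was added, NADPH fluorescence (Ex 340/Em 450 nm) was followed for 8 min.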
D2 antag – antagonizes the human D2 dopamine receptor. P14416. HEK293 TREx D2 cells, calcium flux, dopamine EC80. inhibition, % at 10 µM. hit rate 2% among 340,000; in the data active = inhibition above about 30%; note: 0% is about no effect
Target sequence (P14416 whole entry, looked up): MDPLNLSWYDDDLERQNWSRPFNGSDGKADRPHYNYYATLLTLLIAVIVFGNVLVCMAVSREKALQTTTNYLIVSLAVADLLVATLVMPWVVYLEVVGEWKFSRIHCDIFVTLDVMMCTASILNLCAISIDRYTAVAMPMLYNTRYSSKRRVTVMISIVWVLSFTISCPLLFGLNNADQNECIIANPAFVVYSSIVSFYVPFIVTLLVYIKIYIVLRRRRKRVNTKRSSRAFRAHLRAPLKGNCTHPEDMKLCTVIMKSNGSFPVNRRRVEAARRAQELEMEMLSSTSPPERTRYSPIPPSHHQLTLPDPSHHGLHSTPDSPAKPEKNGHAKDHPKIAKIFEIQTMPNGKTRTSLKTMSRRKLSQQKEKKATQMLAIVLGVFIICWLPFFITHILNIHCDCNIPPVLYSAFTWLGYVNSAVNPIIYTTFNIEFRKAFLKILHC
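Cells plated overnight at 30 C with tetracycline; no-wash calcium dye, 30–90 min RT; 10 s baseline; compound pinned; 180 s read; EC80 dopamine added; another 180 s read.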
USP1-UAF1 inh – inhibitors of human USP1/UAF1 deubiquitinase; O94782; recombinant USP1/UAF1, Ub-Rhodamine cleavage fluorescence; Potency, µM (series often up to 57.1 µM), inactives show at the top dose activity change, negative = inhibition, hits mostly inhibitors; hit rate 0.23% among 390,000; AID 743255; note: potency is the fitted concentration of half-maximal effect; % is set by controls: 0 for no effect and ±100 for the full control effect; nearly all actives have a fitted effect of over 60% in size; inactives centre near -12
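In this screen, compounds sit with the deubiquitinase complex (1nM) for 15 min at room temperature before Ub-Rho is added at 150nM final. Fluorescence rise is then followed for 6 reads every 60 seconds.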
TRHR agonist – activates the human TRH receptor. TRHR cells, calcium flux fluo-8, FDSS agonist mode. activation, % at 2 µM. hit rate 0.18% among 360,000. P34981. AID 493084; in the data active = activation above about 30%; note: 0% is about no effect
Target sequence (P34981 whole entry, looked up): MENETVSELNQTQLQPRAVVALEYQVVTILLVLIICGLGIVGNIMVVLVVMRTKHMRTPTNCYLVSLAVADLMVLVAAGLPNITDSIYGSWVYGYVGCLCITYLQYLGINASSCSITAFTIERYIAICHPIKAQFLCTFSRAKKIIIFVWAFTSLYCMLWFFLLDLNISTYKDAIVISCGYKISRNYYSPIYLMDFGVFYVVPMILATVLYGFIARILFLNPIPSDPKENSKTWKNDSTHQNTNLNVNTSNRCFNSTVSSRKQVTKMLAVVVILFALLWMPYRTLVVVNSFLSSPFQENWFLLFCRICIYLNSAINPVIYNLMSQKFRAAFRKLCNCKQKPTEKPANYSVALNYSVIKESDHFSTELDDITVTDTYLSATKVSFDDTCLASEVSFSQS
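TRHR-expressing cells, plated overnight in medium with 10% serum, were loaded with fluo-8 calcium dye at room temperature. After a 10 s baseline, library compound was pin-added and calcium release was recorded kinetically (ex 480/em 530) as agonist response.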
IDH1 R132H inh – inhibitors of human mutant IDH1 R132H. IDH1-R132H enzyme, NADPH consumption, diaphorase/resazurin fluorescence. hit rate 0.093% among 390,000. Potency, µM (highest dose often 76.6 µM), for the others: top-dose activity change, negative = inhibition, actives largely listed as inhibitors; note: potency is the fitted concentration of half-maximal effect; % is set by controls: 0 for no effect and ±100 for the full control effect; nearly all actives have a fitted effect of over 65% in size
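IDH1-R132H (0.5 ug/mL dispensed) in pH 7.5 Tris buffer was preincubated 30 min with compound, then given a substrate mix of 0.016 mM NADPH and 2 mM alpha-KG for 80 min at room temperature; remaining NADPH was read by diaphorase/resazurin fluorescence.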
D2 ag – agonists of human D2 dopamine receptor. HEK293 T-REx D2 cells, calcium flux agonist mode. activation, % at 2 µM. AID 485358. hit rate 0.53% among 340,000. P14416;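 active = activation over 3 SD above normal in the single-dose calcium agonist read, cut at about 30% in these data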; note: 0% is about no effect
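Agonism is scored from calcium flux in a force-coupled, inducible HEK293 cell line expressing D2, read kinetically for 180 s after compound addition against dopamine controls.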
TRHR PAM – allosterically enhances the human TRH receptor; P34981; hit rate 0.66% among 360,000; enhancement, % at 2 µM; TRHR cells, fluo-8 calcium fluorescence, EC20 TRH enhancement; in the data active = enhancement above about 30%; note: 0% is about no effect
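Enhancer read-out: after compound pinning and an initial kinetic agonist-mode read, an EC20 of TRH (10 nM final) was injected and fluo-8 calcium signal (Ex 480/Em 530) followed at 1 s/cycle for 100 cycles in TRHR-expressing cells.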
TrxR1 substrate – substrates of rat thioredoxin reductase 1. purified TrxR1 substrate turnover, NADPH consumption readout. Potency, µM (top dose mostly 114 µM), inactives show top-dose activity change, negative = substrate turnover. hit rate 0.01% among 390,000. AID 588456; note: potency is the fitted concentration of half-maximal effect; % is set by controls: 0 for no effect and ±100 for the full control effect; nearly all actives have a fitted effect of over 50% in size
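Rat TrxR1, dispensed at 90 nM, was prereduced with 400 uM NADPH (final) for 5 min at ~22 deg C, then incubated with compound 15 min before 400 uM selenite. A first-read NADPH fluorescence drop versus no-compound background flagged substrates.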
Active calls of the source: *; u = inconclusive; x = no result given; [ ] = remark or other dose. Unless noted, calls come from the whole dose curve; as a rule, active = well fitted inhibition curve with a large enough effect; inconclusive = small, poorly fitted or top-dose-only effect; inactive = no such curve, though single readings can be large or run the other way. An excerpt; rates above refer to the full screens.

The first 6 compounds as a preview:
SMILES	Pin1 inhibitor	rTrxR1 inhibitor	D2 antag	USP1-UAF1 inh	TRHR agonist	IDH1 R132H inh	D2 ag	TRHR PAM	TrxR1 substrate
CCC(C)(C(=O)NC1CCCCC1)N(C)C(=O)c1ccc2c(c1)OCO2 (configuration not stated)	-1%	7%	-1	-3%	0.3	4%	-1.4	7	-1%
CCOC(=O)c1cnn(C)c1NC(=O)c1ccc(Cl)cc1Cl	-2%	2%[57.1 µM]	18	-12%	1.0	16%	-1.4	9	10%[57.1 µM]
NC(=O)CN1CCCC1c1ccc2c(c1)OCCO2 (configuration not stated)	-6%	18%	4	-3%	0.7	2%	1.2	-3	1%
O=C(Nc1ccc(CN2CCOCC2)cc1)c1cc(Cl)ccc1Cl	3%	12%	-29	-8%	-0.3	1%	0.9	1	5%
CCc1ccc2[nH]c(=O)c(CN(CCN(CC)CC)C(=S)NCc3ccco3)cc2c1	1%	1%	-13	2%	-1.8	2%	-2.0	5	0%
COc1cc(C(=O)N(CCc2ccccc2)C2=CC3CCC(C2)N3C)cc(OC)c1OC (configuration not stated)	4%	10%[57.1 µM]	-23	-16%	0.4	-3%	-0.1	-2	-6%[57.1 µM]

The whole of this part, from the first entry:
SMILES	Pin1 inhibitor	rTrxR1 inhibitor	D2 antag	USP1-UAF1 inh	TRHR agonist	IDH1 R132H inh	D2 ag	TRHR PAM	TrxR1 substrate
CCC(C)(C(=O)NC1CCCCC1)N(C)C(=O)c1ccc2c(c1)OCO2 (configuration not stated)	-1%	7%	-1	-3%	0.3	4%	-1.4	7	-1%
CCOC(=O)c1cnn(C)c1NC(=O)c1ccc(Cl)cc1Cl	-2%	2%[57.1 µM]	18	-12%	1.0	16%	-1.4	9	10%[57.1 µM]
NC(=O)CN1CCCC1c1ccc2c(c1)OCCO2 (configuration not stated)	-6%	18%	4	-3%	0.7	2%	1.2	-3	1%
O=C(Nc1ccc(CN2CCOCC2)cc1)c1cc(Cl)ccc1Cl	3%	12%	-29	-8%	-0.3	1%	0.9	1	5%
CCc1ccc2[nH]c(=O)c(CN(CCN(CC)CC)C(=S)NCc3ccco3)cc2c1	1%	1%	-13	2%	-1.8	2%	-2.0	5	0%
COc1cc(C(=O)N(CCc2ccccc2)C2=CC3CCC(C2)N3C)cc(OC)c1OC (configuration not stated)	4%	10%[57.1 µM]	-23	-16%	0.4	-3%	-0.1	-2	-6%[57.1 µM]
CCOc1ccccc1NC(=O)C1CCN(S(=O)(=O)c2cc(Br)cc3c2N(C(C)=O)CC3)CC1	0%	15%	x	u	-0.6	12%	-0.1	-18	-1%
O=C(O)CC(Cc1ccc(Br)cc1)C(=O)O (configuration not stated)	u	-4%	14	-6%	0.1	0%	0.2	-3	-4%
CC(C)N(C(=O)N1CCC(c2nc(-c3ccncc3)no2)CC1)C(C)C	-6%	7%	0	-21%	-1.1	0%	-3.5	3	3%
COCc1cc(=O)[nH]c(/N=C(\N)Nc2ccc(Oc3ccccc3)cc2)n1	4%	-10%	4	-2%	0.7	-7%	0.9	1	-13%
CC(C)c1ccc(-c2nn(-c3ccccc3)cc2C(=O)NCC2CCCO2)cc1 (configuration not stated)	26%	-6%[57.1 µM]	-4	-8%	1.2	10%	0.1	-1	-6%[57.1 µM]
CC(C)CNC(=S)N(CCN(C)C)Cc1cc2cc3c(cc2[nH]c1=O)OCCO3	10%	12%	-6	-14%	-0.2	3%	0.6	-13	40%[activator]
Cc1cccc(NS(=O)(=O)c2cccc(C(=O)NCCCN3CCCC3=O)c2)c1	4%	14%[57.1 µM]	4	-17%	0.4	-9%	1.3	-3	2%[57.1 µM]
COc1ccc(-n2nc3cc(C)c(NC(=O)CC(C)C)cc3n2)cc1	x	x	-6	x	0.3	x	-0.6	-3	x
Cc1cc(C)cc(NC2=C(N)C(=O)c3ccccc3C2=O)c1	-7%	3%	x	u	0.7	3%	x	-7	1%
CSc1ccccc1NC(=O)CN(C)C(=O)Cc1c[nH]c2ccccc12	3%	6%	17	-7%	0.0	-11%	0.3	4	-1%
COC(=O)c1cnc(SC)nc1C	-7%	-3%	20	-14%	0.8	6%	0.4	-5	2%
Cc1ccc(C(=O)NCCOc2cccc(C)c2)cc1	1%	10%	-3	1%	-1.5	-1%	-1.1	-3	0%
Cc1cccc(NC(=O)CN2C(=O)/C(=C3\SC(=S)N(CC4CCCO4)C3=O)c3ccccc32)c1 (configuration not stated)	2%	-4%	1	-9%	0.0	-1%	0.4	2	-1%
CC(=O)Nc1c(C)nn(-c2ccc(C)c(C)c2)c1C	-1%	3%[57.1 µM]	7	1%	-0.8	0%	-0.6	0	7%[57.1 µM]
Cc1ccccc1CSc1nc2c(sc3ccccc32)c(=O)n1CCCC(=O)NCCCOC(C)C	-2%	18%	x	1%	0.3	-11%	-0.1	7	10%
O=C(CC1CCCCC1)NCCS(=O)(=O)N1CCN(c2ccccc2)CC1	-3%	6%[57.1 µM]	4	-1%	-0.1	-15%	5.0	2	0%[57.1 µM]
Cc1cc(C(=O)Nc2cccc3ccccc23)n(-c2ccccc2)n1	-6%	11%	8	-3%	0.9	-3%	-0.2	0	4%
CC(C(=O)Nc1ccc(OCc2ccccc2)cc1)N1CCCC1 (configuration not stated)	-5%	19%	7	-18%	0.5	18%	0.0	-7	0%
Cc1ccccc1N1CCN(C2CCCN(C(=O)c3ccc(Cl)s3)C2)CC1 (configuration not stated)	-4%	-16%	-16	-18%	-0.9	3%	-0.8	1	2%

The list continues:
SMILES	Pin1 inhibitor	rTrxR1 inhibitor	D2 antag	USP1-UAF1 inh	TRHR agonist	IDH1 R132H inh	D2 ag	TRHR PAM	TrxR1 substrate
CCn1ncc(Br)c1C(=O)Nc1ccccc1OC	-3%	16%[57.1 µM]	7	-3%	3.0	4%	-0.6	0	3%[57.1 µM]
COC(C(=O)Nc1ccnn1C1CCN(C(=O)c2cccc(F)c2)CC1)c1ccccc1 (configuration not stated)	0%	-4%	-4	-5%	0.0	11%	0.9	-11	-4%
O=C(N=Nc1c(O)[nH]c2ccc([N+](=O)[O-])cc12)c1ccccc1Cl	u	6%	3	-18%	-0.1	4%	-0.7	-2	-10%
Cc1cccc(C(=O)N2CCN(S(=O)(=O)N3CCCCCC3)CC2)c1	-1%	-2%[57.1 µM]	6	-32%	-0.9	4%	-0.5	1	-6%[57.1 µM]
O=C(N/N=C/c1ccc([N+](=O)[O-])o1)c1cc2c(ccc3ccccc32)o1	u	16%	3	-29%	1.3	0%	0.3	16	3%
COC(=O)c1c(NC(=O)c2nc(SCc3ccc(F)cc3)ncc2Cl)sc2c1CCCC2	-1%	27%	x	-14%	0.5	-9%	0.4	9	12%
CC(=O)c1sc(-c2ccc(Cl)cc2)nc1C	-2%	8%	5	-18%	-0.3	7%	-0.3	2	-2%
O=C(NCC(c1ccco1)N1CCc2ccccc2C1)C(=O)Nc1ccc(F)cc1F (configuration not stated)	22%	16%	-11	-18%	0.3	0%	-0.3	-3	1%
CCOC(=O)c1c(NC(=O)CSc2nnc(-c3ccco3)o2)sc(C(C)=O)c1C	76%[activator]	8%[57.1 µM]	9	-27%	-0.2	1%	0.4	-2	-8%

Bioassay records: PubChem BioAssay, National Center for Advancing Translational Sciences (NCATS)
